SR-BI HDL uptake – mouse SR-BI HDL lipid transfer inhibition; ldlA[mSR-BI] CHO cells, DiI-HDL uptake fluorescence, 3 h; 320,000 tested, 0.96% active; inhibition, % at 12.5 µM; Q61009;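 active means mean replicate inhibition of at least 70% and a set share of replicates each scoring 70 or more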;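 further: 0% = median of neutral control wells and 100% = median of positive control wells; values of inactives mirror those of a sister screen read the other way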
C-LANA FP – KSHV C-LANA DNA binding inhibition; 340,000 tested, 0.078% active; MBP-C-LANA/FAM-LBS DNA binding, fluorescence polarization; inhibition, % at 9 µM;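 active means highest replicate inhibition at or above 60% at 9 µM, even if other replicates fall short; inactive means all replicates below 60% inhibition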;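 further: 0% = neutral control wells and 100% = 4 µM acridine orange control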
DAGLB inhibitor – diacylglycerol lipase beta (human) inhibition; HEK293T DAGLB membrane lysate, EnzChek fluorogenic substrate; Q8NCG7; inhibition, % at 5.17 µM; 340,000 tested, 0.059% active; in the data active means inhibition above about 34%;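 further: 0% = enzyme with vehicle and 100% = wells lacking enzyme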
PvdQ acylase – P. aeruginosa PvdQ acylase inhibition; inhibition, % at 10 µM; 340,000 tested, 0.063% active; purified PvdQ acylase, fluorescence plate reader; in the data active means inhibition above about 30%, passing the limit was not always enough;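 further: 0% = vehicle neutral wells and 100% = reference inhibitor wells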
Cardiac RTF inh – cardiac RTF calcium desensitization; inhibition, % at 7.15 µM; 340,000 tested, 0.12% active; IANBD-labeled cardiac RTF, Ca2+ fluorescence; P19429+P45379;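 active means inhibition above the mean inhibition of all tested compounds plus 3 SD, cut at about 17% in these data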;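 further: assay run at fixed EC70 calcium of 1.6 mM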
SR-BI DiI-HDL act – enhances SR-BI lipid uptake from DiI-HDL. CHO ldlA[mSR-BI] cells, DiI-HDL uptake fluorescence, 3 h; 100 = double the neutral-control signal. activation, % at 12.5 µM. 320,000 tested, 0.096% active. AID 504775;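 active means mean replicate activation of at least 60% and every replicate at or above 60%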;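 further: 0% = median plate neutral-control signal and 100% = twice that signal; values of inactives mirror those of a sister screen read the other way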
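system = CHO ldlA[mSR-BI] cells, LDL receptor-null, SR-BI overexpressing | medium = Ham's F12 with 0.5% BSA, HEPES 25 mM, pH 7.4 | probe or stimulus = DiI-HDL 10 µg/mL | compound dosing = single-point compound dose | incubation = compound exposure 3 h, 37 °C | technique = DiI fluorescence, bottom read | read-out = cell-associated DiI fluorescence as measure of HDL uptake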
Arrestin-AP2 inh – inhibitors of human beta-arrestin and AP2 interaction; FITC-arrestin peptide / GST-AP2 beads, flow cytometry; AP2 beta2 appendage carries R879A mutation; inhibition, % at 10 µM; 340,000 tested, 0.31% active;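 active means inhibition above a set limit, near 3 SD of compounds lacking own fluorescence, cut at about 54% in these data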;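 further: plate controls were DMSO wells for no effect and 5 µM unlabelled arrestin peptide for full effect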
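Test system: GST-tagged AP2 beta2-adaptin appendage (R879A) on 4 µm glutathione beads; also added: fluorescein-tagged arrestin peptide at 50 nM final; timing: 12 min plus 1 h, RT; signal: flow cytometry, FL1 (488/535 nm); read-out: percent drop in bead-associated FITC signal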
NSD2 HMT inh – blocks human histone methyltransferase NSD2; AID 743445; inhibition, % at 12.5 µM; 310,000 tested, 0.54% active; NSD2 peptide methylation, AlphaScreen, 120 min; in the data active means inhibition above about 50%
PKA-R2B activ – PKA-R2B complex activation | P22694+P31323 | PKA-R2B holoenzyme dissociation, Cy5-IP20 fluorescence polarization; R2B truncated from residue 108, S112A mutant; 0% DMSO only, 100% 113 µM cGMP | activation, % at 11.4 µM | 340,000 tested, 0.079% active;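 active means activation above a cutoff set at the mean over all compounds plus 3 SD, cut at about 18% in these data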;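 further: higher means more holoenzyme dissociation and a rise in polarization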
Target sequence (P31323 whole entry, looked up, other chains not shown, the tested form may be a part): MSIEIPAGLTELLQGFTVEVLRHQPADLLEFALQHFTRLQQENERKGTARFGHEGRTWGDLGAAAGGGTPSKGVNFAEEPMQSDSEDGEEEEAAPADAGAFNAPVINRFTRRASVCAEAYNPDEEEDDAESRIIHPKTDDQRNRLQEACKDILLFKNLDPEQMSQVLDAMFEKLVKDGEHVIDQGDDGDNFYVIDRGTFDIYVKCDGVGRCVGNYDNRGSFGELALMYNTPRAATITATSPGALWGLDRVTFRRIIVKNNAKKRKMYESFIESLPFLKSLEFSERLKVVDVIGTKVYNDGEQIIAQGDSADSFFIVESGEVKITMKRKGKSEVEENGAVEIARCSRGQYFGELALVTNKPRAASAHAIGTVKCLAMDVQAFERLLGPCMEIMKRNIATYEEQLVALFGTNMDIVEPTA
Keap1-Nrf2 PPI – inhibitors of human Keap1-Nrf2 protein-protein interaction | Keap1 Kelch-Nrf2 peptide fluorescence polarization, 1536-well | inhibition, % at 9.4 µM | 340,000 tested, 0.15% active; in the data active means inhibition above about 12%;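 further: human Keap1 Kelch domain with fluorescein labeled Nrf2 9mer peptide probe; 0% = neutral control wells and 100% = peptide positive control; higher means more block of Keap1 binding to Nrf2 peptide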
Target sequence (Q14145 whole entry, looked up, the tested form may be a part): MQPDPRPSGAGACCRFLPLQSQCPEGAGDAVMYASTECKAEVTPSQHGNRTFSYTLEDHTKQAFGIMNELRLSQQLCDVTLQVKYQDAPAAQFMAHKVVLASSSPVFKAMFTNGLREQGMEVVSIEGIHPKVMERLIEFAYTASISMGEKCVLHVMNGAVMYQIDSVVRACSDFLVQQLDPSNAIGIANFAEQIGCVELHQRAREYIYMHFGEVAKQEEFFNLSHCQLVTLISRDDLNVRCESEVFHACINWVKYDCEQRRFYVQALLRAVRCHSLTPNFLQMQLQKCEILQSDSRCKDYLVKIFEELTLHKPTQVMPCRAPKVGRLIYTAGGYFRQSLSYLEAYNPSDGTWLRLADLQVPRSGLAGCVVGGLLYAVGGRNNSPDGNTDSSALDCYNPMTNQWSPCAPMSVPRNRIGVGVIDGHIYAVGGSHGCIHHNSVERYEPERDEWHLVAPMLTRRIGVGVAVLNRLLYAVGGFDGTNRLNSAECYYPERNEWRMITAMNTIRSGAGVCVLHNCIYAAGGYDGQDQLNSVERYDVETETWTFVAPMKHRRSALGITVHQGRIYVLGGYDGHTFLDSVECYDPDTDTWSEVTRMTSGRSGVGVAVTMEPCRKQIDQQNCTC
Numbers without * were called inactive; nt = no result given.

nr | Compound | SR-BI HDL uptake | C-LANA FP | DAGLB inhibitor | PvdQ acylase | Cardiac RTF inh | SR-BI DiI-HDL act | Arrestin-AP2 inh | NSD2 HMT inh | PKA-R2B activ | Keap1-Nrf2 PPI
1 | COc1ccccc1OCC(=O)Nn1c(=S)[nH]c2ncccc2c1=O | -5 | -1.1 | 1 | -3 | -1 | 5 | 7 | -2 | 9 | 3
2 | CN(C(=O)COC(=O)c1ccc([N+](=O)[O-])cc1Cl)C1CCCCC1 | 34 | 0.3 | -3 | -17 | -12 | -34 | 1 | 7 | 1 | -3
3 | CC(C)=CC(=O)N1CCCc2ccccc21 | -6 | -1.0 | -2 | -1 | -7 | 6 | 19 | -1 | -8 | -1
4 | CCn1c(O)c(N=NC(=O)CNC(=O)Cc2ccccc2)c2ccccc21 | 7 | 0.1 | 1 | 9 | -5 | -7 | -7 | -2 | 2 | -1
5 | O=C(Oc1ccc2c(c1)OCO2)c1cc2c(s1)CCC2 | -22 | -0.6 | -10 | 1 | -6 | 22 | 23 | 2 | -5 | 0
6 | C/C(=N/NS(=O)(=O)c1ccccc1)c1ccc(NC(=O)C2CC2)cc1 | -29 | 0.5 | -1 | -5 | 1 | 29 | -10 | 0 | -4 | -3
7 | O=S(=O)(c1ccccc1)N1CCC(O)(CSc2ccc(F)cc2)CC1 | 8 | -0.8 | 0 | -17 | -13 | -8 | -42 | 2 | 1 | 1
8 | O=C1CC(c2ccc(F)cc2)C2=C(CCCC2=O)N1 (centres undefined) | -5 | 3.9 | -1 | -2 | -6 | 5 | -2 | 1 | -3 | -4
9 | Cc1[nH]n(-c2ccccc2)c(=O)c1C(=O)c1ccccc1 | -20 | 1.2 | -2 | 9 | -3 | 20 | 11 | 5 | -7 | 2
10 | CCOc1ccc(S(=O)(=O)NCCC(=O)N2CCC(Cc3ccccc3)CC2)cc1 | -9 | -0.5 | -2 | -7 | -3 | 9 | 2 | -1 | 1 | -2
11 | Cc1ccc(-n2nc3ccc(N)cc3n2)c(C)c1 | 27 | -1.1 | -2 | 5 | 4 | -27 | 15 | 32 | -3 | 0
12 | COC(=O)C(C(=O)OC)=C(/C=C/C=C/N(C)C)N(C)C | -12 | 7.6 | 1 | -3 | -17 | 12 | 5 | 5 | -7 | -6

Nos. 11 through 12 of the list above:
nr | Compound | SR-BI HDL uptake | C-LANA FP | DAGLB inhibitor | PvdQ acylase | Cardiac RTF inh | SR-BI DiI-HDL act | Arrestin-AP2 inh | NSD2 HMT inh | PKA-R2B activ | Keap1-Nrf2 PPI
11 | Cc1ccc(-n2nc3ccc(N)cc3n2)c(C)c1 | 27 | -1.1 | -2 | 5 | 4 | -27 | 15 | 32 | -3 | 0
12 | COC(=O)C(C(=O)OC)=C(/C=C/C=C/N(C)C)N(C)C | -12 | 7.6 | 1 | -3 | -17 | 12 | 5 | 5 | -7 | -6

(listing goes on)
nr | Compound | SR-BI HDL uptake | C-LANA FP | DAGLB inhibitor | PvdQ acylase | Cardiac RTF inh | SR-BI DiI-HDL act | Arrestin-AP2 inh | NSD2 HMT inh | PKA-R2B activ | Keap1-Nrf2 PPI
13 | CC[C@@H](C)[C@H](NC(=O)C1CCN(C(=O)[C@@H](NS(=O)(=O)c2ccc(C)cc2)C(C)C)CC1)C(=O)O | -15 | -0.4 | -3 | 8 | 3 | 15 | 17 | 3 | -14 | -1
14 | O=C(CCCn1c(=O)[nH]c2ccsc2c1=O)NCc1cccs1 | -20 | 0.2 | 2 | 0 | -9 | 20 | 30 | nt | 0 | 2
15 | Fc1ccc(NC(=S)N2CCN(C/C=C/c3ccccc3)CC2)c(F)c1 | 24 | -0.3 | -2 | 8 | -8 | -24 | 1 | -3 | -7 | -2
16 | COCCn1c(SC2CCOC2=O)nc2ccccc2c1=O (centres undefined) | -3 | -0.2 | 0 | -4 | -6 | 3 | -14 | -8 | 7 | 0
17 | O=C(Cc1ccccc1)NNC(=S)NC(=O)c1cccnc1 | -4 | -0.6 | nt | -8 | nt | 4 | 21 | 4 | nt | 3
18 | C[C@]12CC[C@@H]3c4ccc(O[C@@H]5O[C@H](C(=O)O)[C@@H](O)[C@H](O)[C@H]5O)cc4CC[C@H]3[C@@H]1C[C@@H](O)[C@@H]2O | 1 | 0.3 | -1 | 1 | -9 | -1 | 13 | nt | 1 | -5
19 | O=[N+]([O-])c1cccc(N/N=C/c2cccc(O)c2O)c1 | 47 | 0.1 | 18 | -10 | -3 | -47 | -9 | 14 | -11 | 2
20 | CC1=C(C)NC(=S)SC1 | 1 | -0.2 | 0 | -14 | -7 | -1 | 7 | -5 | 1 | 3
21 | CCOCCCNc1ccc(N2C(=O)CCCC2=O)cc1[N+](=O)[O-] | 9 | -1.1 | -2 | 11 | 1 | -9 | 5 | 1 | -8 | -4
22 | COc1ccccc1CN(C)C(=O)CN1CCN(S(=O)(=O)c2ccc3c(c2)OCCCO3)CC1 | -11 | 0.2 | -2 | -6 | -3 | 11 | 0 | -1 | 4 | 3
23 | Cc1ccc(-n2nnc(-c3cc4ccccc4n3C)n2)cc1 | -14 | -2.6 | -5 | 4 | 1 | 14 | 16 | nt | -4 | -3
24 | COCCN(C(=O)CSc1nn(-c2ccc(F)cc2)c(=S)s1)c1c(N)n(CC(C)C)c(=O)[nH]c1=O | -21 | -0.7 | -2 | 4 | -5 | 21 | -5 | nt | -8 | -5
25 | O=C(O)CC1SC(=Nc2ccccc2)N(c2ccccc2)C1=O (centres undefined) | 1 | -3.1 | 1 | -11 | -4 | -1 | -4 | 0 | 11 | -3
26 | COc1cc(NC(=O)COC(=O)/C=C/c2ccc(OC)c(OC)c2)cc(OC)c1 | 28 | 6.7 | -11 | -21 | -7 | -28 | 8 | -3 | -5 | -4
27 | CCCCOc1ccc(C(=O)Oc2ccc(C)nc2)cc1 | -5 | -0.9 | -7 | -7 | -11 | 5 | 2 | -5 | -3 | -4
28 | O=C(Nc1ccccc1N1CCOCC1)c1cccc(S(=O)(=O)Nc2ccccc2F)c1 | 9 | 0.6 | 3 | -9 | -3 | -9 | 2 | nt | -8 | -3
29 | CCn1c(CSCc2ccc(C)cc2)n[nH]c1=S | -6 | -0.3 | -3 | 0 | -4 | 6 | -5 | -1 | 6 | 4
30 | Cc1cc2c(cc1C)CSC(c1ccc3ccccc3c1O)SC2 | 2 | -1.0 | -4 | -8 | 8 | -2 | 24 | -5 | -6 | -5
31 | Cc1ccccc1CS(=O)(=O)Cc1ccc(C(=O)NCc2ccccn2)o1 | 6 | 4.8 | 3 | 11 | 4 | -6 | 2 | -2 | 1 | 0
32 | Cn1nc(Cc2cccc3ccccc23)c(C#N)c1N | 9 | 2.1 | 2 | -15 | -7 | -9 | 2 | nt | -6 | -4
33 | CCCCC(CC)CN=C(N)NC(N)=NCCCCCCN=C(N)NC(N)=NCC(CC)CCCC (centres undefined) | -10 | -8.3 | 9 | -21 | 23* | 10 | -8 | nt | 2 | 1
34 | O=C1NC2(CCCCC2)N=C1c1ccc(F)cc1 | 5 | -1.3 | -2 | -11 | -8 | -5 | 0 | 0 | 11 | 3
35 | O=C(CCN1CCN2CCCC2C1)N1c2ccccc2Sc2ccc(Cl)cc21 (centres undefined) | -9 | -1.9 | -5 | -1 | -3 | 9 | -1 | 5 | -1 | 2
36 | O=C(c1ccc(Br)cc1)N1CCC(C(=O)N2CCN(c3ccccc3)CC2)CC1 | 22 | 0.0 | -3 | 0 | -1 | nt | 34 | 6 | -8 | -2
37 | CCN(CC(=O)Nc1ccccc1C(F)(F)F)C(=O)Cc1cccs1 | -6 | -0.8 | 2 | -4 | 1 | 6 | -7 | -1 | -2 | -2
38 | CCOC(=O)c1c(CN(C)C)n(-c2ccccc2)c2cc(Br)c(OC)cc12 | 15 | -1.7 | -3 | -8 | -9 | -15 | 25 | 4 | 1 | 0
39 | NC(=O)C1(N2CCCCC2)CCN(CC(=O)Nc2ccc(Oc3ccccc3)cc2)CC1 | 11 | 0.6 | 0 | 7 | -4 | -11 | 25 | 3 | 4 | 0
40 | CCN(CC)S(=O)(=O)c1ccc(C(=O)Nc2ccc(OCC(=O)N3CCOCC3)cc2)cc1 | 8 | 0.9 | 0 | -1 | -2 | -8 | 4 | -7 | 6 | 0
41 | Cc1sc(NC(=S)NC(=O)c2ccccc2)c(C#N)c1C | -9 | 2.1 | -4 | -2 | -14 | 9 | 24 | -40 | 0 | -1
42 | COc1ccc(S(=O)(=O)N2CCCCC2)cc1NC(=O)Cc1ccc(Br)cc1 | 20 | -0.2 | -1 | -4 | 4 | -20 | 14 | -1 | -8 | 5
43 | CC(=O)c1ccc(NC(=O)C2CCCN2S(=O)(=O)c2cccs2)cc1 (centres undefined) | -14 | 0.3 | 2 | -8 | -11 | 14 | -4 | -1 | -11 | -3
44 | O=C(COC(=O)c1cccc(Br)c1)NC(=O)NC1CCCC1 | 1 | -2.8 | 0 | -18 | -4 | -1 | -7 | 0 | -1 | 0
45 | C=C1[C@@H](CCO)N(S(=O)(=O)C(C)(C)C)C[C@@H]1C | nt | -0.4 | 0 | -12 | -7 | nt | 10 | nt | 0 | -2
46 | O=C(CSc1ncnc2c1cnn2-c1ccc(Cl)cc1)NCc1ccc2c(c1)OCO2 | -12 | 1.6 | -3 | -13 | -2 | 12 | 1 | -2 | 1 | -2
47 | CN(C)C(=O)c1ccc(Oc2ccc(C(=O)N(C)C)cc2)cc1 | -10 | 0.3 | 3 | -8 | -8 | 10 | -1 | 3 | -2 | -2
48 | COc1cc(C(=O)Nc2cc(C)nn2-c2ccccc2)cc(OC)c1OC | nt | -0.8 | -3 | 1 | 3 | nt | 8 | 4 | 4 | -2
49 | CCCn1c(CN2CCCCC2CC)nc2c1c(=O)n(C)c(=O)n2C (centres undefined) | 2 | -0.6 | -2 | -8 | -10 | -2 | -11 | nt | -4 | -1
50 | CCOC(=O)[C@H]1[C@H]2COc3ccc(Br)cc3[C@@H]2N2C(=O)c3cc(Br)ccc3NC(=O)[C@@]12C | 26 | -0.2 | -10 | 3 | -8 | -26 | 20 | nt | -5 | -6
51 | CCc1cc(C(=O)N2CCCC(C(=O)c3cccc(OC(C)C)c3)C2)n(C)n1 (centres undefined) | 0 | 0.1 | -3 | -19 | -6 | 0 | 0 | 0 | 3 | -3
52 | O=c1cc2c(n[nH]1)CCCC2 | -22 | -0.5 | -2 | -5 | -3 | 22 | 3 | -1 | -3 | 0
53 | Cc1nc(-c2ccccn2)nc(SCC(=O)c2ccc(F)cc2)c1Cl | 14 | 0.1 | -3 | 6 | -1 | -14 | 13 | -1 | -7 | -2
54 | CS(=O)(=O)Oc1ccc(/C=C2\C(=N)N3N=C(CC(=O)N4CCOCC4)SC3=NC2=O)cc1Cl | -9 | 2.6 | -2 | -9 | 0 | 9 | -5 | nt | 3 | -1
55 | COc1ccc(CCNC(=O)c2c(C)nn(CC(C)C)c2Cl)cc1OC | 4 | -2.3 | 1 | -15 | -3 | -4 | -10 | -10 | 0 | -1
56 | Cc1cc(S(=O)(=O)NC(C)C)ccc1OCC(=O)N1CCOCC1 | -19 | -1.7 | 0 | -3 | -5 | 19 | 10 | -2 | 8 | 1

From PubChem
